# TRPC4 block – blocks the mouse TRPC4 cation channel. HEK293 TRPC4beta/mu-opioid, DAMGO-evoked Fluo4 calcium flux; active compounds read low. B-score at 10 µM. AID 2247. hit rate 0.39% among 300,000. Q9QUQ5;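 active means B-score over 3 SD under the library average, no early fluorescence shift, positive overall ratio signal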
#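 Assay system – HEK293 line stably carrying TRPC4beta and mu-opioid receptor · Doses – single dose · Detection – Fluo4 calcium-dye fluorescence, kinetic read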
# TRPC4 PAM – allosterically enhances the mouse TRPC4 cation channel; Q9QUQ5; B-score at 10 µM; HEK293 TRPC4beta/mu-opioid, DAMGO EC20, Fluo-4 Ca2+ flux; active compounds read high; hit rate 0.42% among 310,000;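 active means B-score of calcium response area above 5 SD of library B-scores, with initial fluorescence ratio within 5 SD of library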;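 further: B-score of integrated fluorescence ratio over time as area under calcium response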
# TRPC6 activator – activates the mouse TRPC6 cation channel. B-score at 10 µM. HEK293-TRPC6 membrane potential dye fluorescence; active compounds read high. hit rate 0.13% among 310,000. Q61143;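 active means B-score of the integrated fluorescence ratio above library mean plus 3 SD, and starting fluorescence ratio within library mean plus 5 SD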;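 further: higher score means more depolarization so channel activation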
# Target sequence (Q61143 whole entry, looked up): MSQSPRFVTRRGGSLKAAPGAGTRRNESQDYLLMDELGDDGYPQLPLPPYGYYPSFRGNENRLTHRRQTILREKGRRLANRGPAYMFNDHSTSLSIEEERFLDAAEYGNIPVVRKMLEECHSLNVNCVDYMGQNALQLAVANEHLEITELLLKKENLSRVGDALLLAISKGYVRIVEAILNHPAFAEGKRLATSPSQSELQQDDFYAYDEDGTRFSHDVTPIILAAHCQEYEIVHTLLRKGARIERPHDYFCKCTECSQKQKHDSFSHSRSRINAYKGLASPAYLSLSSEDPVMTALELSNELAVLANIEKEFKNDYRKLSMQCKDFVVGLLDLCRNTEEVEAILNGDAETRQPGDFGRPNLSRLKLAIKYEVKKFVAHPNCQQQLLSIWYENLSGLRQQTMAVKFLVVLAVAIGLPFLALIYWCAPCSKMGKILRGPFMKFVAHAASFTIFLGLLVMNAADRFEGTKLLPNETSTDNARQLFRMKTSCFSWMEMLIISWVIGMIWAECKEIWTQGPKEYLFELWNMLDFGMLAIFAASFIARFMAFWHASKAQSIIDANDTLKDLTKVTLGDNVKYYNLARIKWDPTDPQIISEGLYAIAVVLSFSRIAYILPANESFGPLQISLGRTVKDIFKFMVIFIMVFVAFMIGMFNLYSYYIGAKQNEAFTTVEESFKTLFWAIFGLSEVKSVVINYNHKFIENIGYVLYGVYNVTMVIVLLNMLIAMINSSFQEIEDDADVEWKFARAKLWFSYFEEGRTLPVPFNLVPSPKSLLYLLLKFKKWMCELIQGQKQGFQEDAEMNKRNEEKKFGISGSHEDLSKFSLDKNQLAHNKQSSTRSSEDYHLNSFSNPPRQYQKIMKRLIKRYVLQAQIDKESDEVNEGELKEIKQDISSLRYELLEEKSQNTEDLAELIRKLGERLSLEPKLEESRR
# ANO1 activ – mouse TMEM16A channel activation, primary screen; Q8BHY3; HEK293 TMEM16A/YFP-H148Q/I152L, iodide quench fluorescence; active compounds read low; B-score at 10 µM; hit rate 0.3% among 340,000; AID 623877;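 active means fluorescence-ratio B-score plate-corrected deviation score at least 3 library SD below zero, with starting fluorescence score within 5 deviations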;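 further: channel opened by trigger with iodide after compound preincubation; score built on the fluorescence ratio of max minus min over baseline; more negative score means more quench and so TMEM16A activation or potentiation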
# TRPC4 agonist – TRPC4 (mouse) channel activation | Q9QUQ5 | HEK293 TRPC4beta/mu-opioid, Fluo4 calcium fluorescence; active compounds read high | B-score at 10 µM | hit rate 0.49% among 310,000;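 active means B-score above 5 SD of library B-scores, and initial fluorescence ratio not above library mean plus 5 SD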;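 further: positive B-score marks a calcium rise read as TRPC4 activation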
#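 Incubation: 45 min room-temperature Fluo4 loading, 110 s read / System: HEK293 cells stably co-expressing mouse TRPC4beta and mu-opioid receptor / Signal: Fluo4 fluorescence, kinetic / Control set: buffer (low) and maximal DAMGO (high) / Measure: integrated baseline-normalised fluorescence ratio, converted to per-well B score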
# TMEM16A inh – mouse TMEM16A channel inhibition, primary screen | Q8BHY3 | HEK293 TMEM16A/YFP iodide influx fluorescence, ionomycin | normalized B-score (activity score, 25-100; higher = stronger inhibition) at 10 µM | hit rate 1.2% among 310,000 | AID 588511;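 active means ratio plate-corrected score three or more library SD toward inhibition, starting fluorescence score within five deviations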;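 further: score derived from kinetic fluorescence span divided by baseline fluorescence per well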
# MrgX1 PAM – allosterically activates human MrgX1 receptor signaling. Q96LB2. MrgX1-HEK293, Fluo-4 calcium flux, FDSS; active compounds read high. B-score at 10 µM. hit rate 0.63% among 310,000. AID 588675;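 active means plate-corrected calcium response at least 3 library SD above typical, normal starting fluorescence, not activating the receptor alone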;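 further: compound read alongside a low EC10 to EC30 dose of BAM8-22 agonist; peak minus trough fluorescence over baseline measured at the second addition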
# SKKanGAS inh – SKKanGAS growth inhibition; S. pyogenes SKKanGAS, kanamycin growth, BacTiter-Glo, 6 h; AID 1662; hit rate 1.3% among 300,000; inhibition, % at 7.5 µM;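 active means mean replicate score, as percent of positive control median, at least 50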;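 further: strain carries kanamycin resistance gene driven by streptokinase promoter and grows in 40 µg/ml kanamycin; loss of luminescence reflects streptokinase promoter inhibition or plain growth inhibition; 0% = median of DMSO wells and 100% = positive control at its reference dose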
# MrgX1 antagonist – human MrgX1 receptor antagonism, primary screen; MRGX1-HEK293 calcium flux, Fluo-4, BAM8-22 antagonism; active compounds read low; hit rate 1.3% among 310,000; AID 588676; Q96LB2; B-score at 10 µM;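 active means calcium-response B-score plate-corrected more than 3 library SD below zero, starting fluorescence within 5 deviations, no agonist response on first addition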;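 further: peak minus trough fluorescence over baseline after final BAM8-22 challenge near maximal dose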
# TRPC6 inhibitor – blocks the mouse TRPC6 cation channel; HEK293-TRPC6, membrane potential dye, ACh-evoked depolarization; active compounds read low; B-score at 10 µM; hit rate 1.1% among 310,000; AID 2553;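 active means B-score under library mean minus 3 SD, initial fluorescence not abnormally high, positive integrated signal ratio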;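 further: B-score derived from integrated fluorescence ratio over the kinetic read; more negative B-score means stronger inhibition of depolarization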
# MrgX1 ag – agonists of human MrgX1 receptor; AID 588627; B-score at 10 µM; MrgX1-HEK293 cells, Fluo-4 calcium fluorescence, agonist mode; active compounds read high; Q96LB2; hit rate 0.44% among 310,000;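 active means calcium response B-score plate-corrected fluorescence ratio at least 3 library SD, with starting fluorescence B-score inside 5 SD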
#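 Material: MrgX1-expressing HEK293 cells / Dosing: compound as first of three additions / Incubation: overnight seeding, then 1 h dark dye loading / Signal: Fluo-4 NW calcium fluorescence / Evaluation: B-scored fluorescence response ratio / Benchmarks: positive and negative control wells on each plate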
# An asterisk follows results filed as active; i = inactive; . = not tested or not shown. Random draw from the library; 6.7% or so of the library scored in one or more.
# Results follow in this order: TMEM16A inh | TRPC4 PAM | TRPC4 agonist | MrgX1 ag | TRPC6 activator | MrgX1 antagonist | MrgX1 PAM | TRPC6 inhibitor | TRPC4 block | ANO1 activ | SKKanGAS inh
- CCCCn1nnnc1SCC(=O)N(CC)CC
→ i | i | i | i | i | i | i | i | i | i | 2.3
- Cc1ccc2nsnc2c1NC(=O)c1ccc([N+](=O)[O-])cc1
→ i | i | i | i | i | i | i | i | i | i | 5.6
- COc1ccc(CN2CCNC(=O)C2CC(=O)N2CCCN(C(C)=O)CC2)c(OC)c1 (stereo not given)
→ i | i | i | i | i | i | i | i | i | i | -1.6
- COc1ccc(CN=C(C)c2c(C(F)(F)F)[nH]n(-c3nc4ccccc4s3)c2=O)cc1
→ i | i | i | i | i | i | i | i | i | i | 2.7
- C#CCOCCOCCOCCNc1nc(N2CCN(C(=O)CCCCCCCCCCNC(=O)Cn3cc(C[C@@H](C)O)nn3)CC2)nc(N2CCN(C(=O)CCCCCCCCCCNC(=O)[C@@H]([C@H](C)O)n3cc(C)nn3)CC2)n1
→ i | . | . | i | . | i | i | . | . | i | .
- CCOC(=O)c1ccc(CNC(=O)CSc2nnnn2-c2ccc(Cl)cc2)o1
→ i | i | i | i | i | i | i | i | i | i | -2.3
- COc1ccc(C(=O)Nc2ccc(S(=O)(=O)Nc3cc(C)nc(C)n3)cc2)cc1
→ i | i | i | i | i | i | i | i | i | i | -2.0
- COc1cc2[nH]c(=O)n(CCC(=O)NC3CCN(Cc4ccccc4)CC3)c(=O)c2cc1OC
→ . | i | i | . | i | . | . | i | i | i | -3.2
- Cc1ccc(SCC(=O)c2cc(C)c(OC(=S)N(C)C)c(C)c2)cc1
→ 100* | i | i | i | i | i | i | i | i | i | 1.0
- CCCNS(=O)(=O)c1ccc(CCC(=O)N2CCOCC2)cc1
→ i | i | i | i | i | i | i | i | i | i | 3.8
- S=C(NCCCN1CCOCC1)Nc1ccc(Cl)cc1
→ i | i | i | i | i | i | i | i | i | i | 1.8
- CCOCCCNC(=S)N(Cc1ccco1)Cc1cc2cc3c(cc2[nH]c1=O)OCCO3
→ i | i | i | i | i | i | i | i | i | i | -1.0
- COc1ccc(/C=N/NC(=O)CN(CCc2ccccc2)S(=O)(=O)c2ccc(NC(C)=O)cc2)cc1OC
→ i | i | i | i | i | i | i | i | i | i | 14.1
- CCOC(=O)N1CCN(C(=O)COc2ccc(Br)cc2Cl)CC1
→ i | i | i | i | i | i | i | i | i | i | 13.5
- CC(C)(Cc1ccc(O)cc1)NC(=O)CC(=O)N=Nc1c(O)[nH]c2ccc(Br)cc12
→ i | i | i | i | i | i | i | i | i | i | -7.0
- Cc1cc(C(=O)NCC2COc3ccccc3O2)c2ccccc2n1 (stereo not given)
→ i | i | i | i | i | i | i | i | i | i | 4.9
- COc1cc(C(=O)N2CCNCC2)cc(OC)c1OC
→ i | i | i | i | i | i | i | i | i | i | -3.1
- CCOC(=O)c1ccccc1NC(=O)c1ccc(F)cc1
→ i | i | i | i | i | i | i | i | i | i | -6.5
- COc1ccc(C2C(C(=O)NCCCN3CCOCC3)c3ccccc3C(=O)N2c2ccc(OC)cc2)cc1 (stereo not given)
→ i | i | i | i | i | i | i | i | i | i | 2.4
- CCCCCCn1c(N2CCC(C(N)=O)CC2)nc2c1c(=O)n(C)c(=O)n2C
→ i | i | i | i | i | i | i | i | i | i | 0.3
- CCc1cc2c(CN3CCN(CCO)CC3)cc(=O)oc2cc1O
→ i | i | i | i | i | i | i | i | i | i | -2.6
- O=C(CCN1C(=O)C2CCCCC2C1=O)N1CCN(S(=O)(=O)c2c(F)cccc2F)CC1 (stereo not given)
→ i | i | i | i | i | i | i | i | i | i | 3.8
- Cc1cc(C)nc(N/N=C/c2sccc2C)n1
→ i | i | i | i | i | i | i | i | i | i | 0.2
- COc1ccc(CCNC(=O)CCCn2c(SCC(N)=O)nc3cc4c(cc3c2=O)OCO4)cc1OC
→ i | i | i | i | i | i | i | i | i | . | 6.4
- COCCn1c(SCC(=O)Nc2cc(C(C)(C)C)nn2-c2ccccc2)nc2ccccc2c1=O
→ i | i | i | i | i | i | i | i | i | i | 0.9
- COC(=O)Cn1c(=O)c(C(=O)CCl)c(N)n(Cc2ccccc2)c1=O
→ i | i | i | i | i | i | i | i | i | i | -3.0
- CC(C)Cn1cc(C(=O)N2CCC(C)CC2)c2c3ccccc3n(C)c2c1=O
→ i | i | i | i | i | i | i | i | i | i | -5.9
- CCOC(=O)c1cc(CC)sc1NC(=O)CCC(=O)O
→ i | i | i | i | i | i | i | i | i | i | 0.3
- Cc1cc(C(=O)N2CCC(C)CC2)on1
→ i | i | i | i | i | i | i | i | i | i | 3.8
- CC1CN(CCOc2ccc(Cl)cc2Cl)CC(C)O1 (stereo not given)
→ i | i | i | i | i | i | i | i | i | i | -1.0
- COc1ccccc1C(=O)NC(=S)NNC(=O)c1sc2ccccc2c1Cl
→ 100* | i | i | i | i | -12.3* | i | i | i | -7.78* | 118.5*
- COc1ccccc1C(=O)n1nc(-c2ccccc2)nc1N
→ i | i | i | i | i | i | i | i | i | i | 3.4
- COC(=O)CCN(c1ccccc1)S(=O)(=O)c1ccc(OC)cc1
→ i | i | i | i | i | i | i | i | i | i | -4.2
- CCOc1ccc(NC(=O)CSCC(=O)O)cc1
→ i | i | i | i | i | i | i | i | i | i | 0.2
- Cc1nc([N+](=O)[O-])c(Br)n1CC(=O)c1ccc(Br)cc1
→ i | i | i | i | i | i | i | i | i | i | -10.3
- Cc1ccccc1CSCC(=O)c1c(N)n(CC(C)C)c(=O)n(C)c1=O
→ i | i | i | i | i | i | i | i | i | i | 3.7
- O=C(c1cccc2ccccc12)N1CCN(Cc2ccccc2F)CC1
→ i | i | i | i | i | i | i | i | i | i | 0.6
- CC(C)CC(=O)NC(=S)Nc1ccc(N2CCOCC2)cc1
→ i | i | i | i | i | i | i | i | i | i | -6.0
- CCOC(=O)C1=C(CS(=O)(=O)c2ccc(Cl)cc2)NC(=O)NC1c1ccc(O)c(OC)c1 (stereo not given)
→ i | i | i | i | i | i | i | i | i | i | -2.3
- CC1CCc2sc(C(=O)N=Nc3c(O)[nH]c4ccccc34)cc2C1 (stereo not given)
→ i | i | i | i | i | i | i | i | i | . | -10.1
- CC(OC(=O)C1CC1)C(=O)Nc1ccc([N+](=O)[O-])cc1Cl (stereo not given)
→ i | i | i | i | i | i | i | i | i | i | 3.0
- N/C(=N\OC(=O)c1cccc(Br)c1)c1ccccc1
→ i | i | i | i | i | i | i | i | i | i | -1.1
- O=C(NCc1ccc(Cl)cc1)c1cc(=O)[nH]c2ccccc12
→ i | i | i | i | i | i | i | i | i | i | 0.6
- CCOC(=O)C1=C(C)NC2=C(C(=O)CCC2)C1c1cccs1 (stereo not given)
→ i | i | i | i | i | i | i | i | i | i | -3.0
- COc1ccc(N2C(=O)CC(N3CCN(c4ccc(S(=O)(=O)N5CCCC5)cc4)CC3)C2=O)cc1 (stereo not given)
→ i | i | i | i | i | i | i | i | i | i | 3.3
- O=C(Cc1ccccc1)Nc1nc(-c2ccc(F)c(F)c2)cs1
→ i | i | i | i | i | i | i | i | i | i | 0.8
- Clc1ccc(CSc2nnc3ccccn23)c(Cl)c1
→ i | i | i | i | i | i | i | i | i | i | -1.7
- FC(F)(F)c1cccc(Cc2noc(CN3CCCC(CN4CCCC4)C3)n2)c1 (stereo not given)
→ i | i | i | i | i | i | i | i | i | i | 9.3
- COc1cnn(-c2ccc(F)cc2)c(=O)c1Br
→ i | i | i | i | i | i | i | i | i | i | 1.3
- O=C(Nc1ccc(S(=O)(=O)Nc2ncccn2)cc1)c1cccnc1
→ i | i | i | i | i | i | i | i | i | i | -2.7
- CCc1ccccc1N(CC(=O)NCc1ccccc1)C(=O)CCC(=O)Nc1ccccn1
→ i | i | i | i | i | i | i | i | i | i | -0.7
- CCCCOc1ccc(N(CC(=O)NC(C)(C)CC)C(=O)CCC(=O)Nc2ccccn2)cc1
→ i | i | i | i | i | i | i | i | i | i | 4.5
- Cn1c(N2CCN(c3ccccn3)CC2)nc2c1c(=O)n(Cc1ccccc1Cl)c(=O)n2C
→ i | i | i | i | i | i | i | i | i | i | -5.4
- O=C(NCc1ccncc1)C1CCN(S(=O)(=O)c2cccc(C(F)(F)F)c2)CC1
→ . | i | i | . | i | . | . | i | i | i | -2.2
- c1ccc(-c2nc3nc4ccccc4nc3n2CC2CCCO2)cc1 (stereo not given)
→ i | i | i | i | i | i | 7.02* | i | i | i | 3.6
- Cc1cccc(N2C(=O)CC(SC(N)=Nc3ccccc3)C2=O)c1 (stereo not given)
→ i | i | i | i | i | i | i | i | i | i | 1.9
- COc1cc(-n2c(=O)c3ccccc3n(Cc3cccc(C)c3)c2=O)cc(OC)c1OC
→ i | i | i | i | i | i | i | i | i | i | 1.0
- COc1cccc(NC(=O)CCC2CCN(C(=O)c3cncs3)CC2)c1
→ i | i | i | i | i | i | i | i | i | i | -1.8
- COc1ccc(CN=Cc2c(C(F)(F)F)[nH][nH]c2=O)cc1
→ i | i | i | i | i | i | i | i | i | i | -3.1
- CCc1cccc(CC)c1N(COC)C(=O)Cn1ccccc1=N
→ i | i | i | i | i | i | i | i | i | i | 9.0

# New compounds follow
# Results follow in this order: TMEM16A inh | TRPC4 PAM | TRPC4 agonist | MrgX1 ag | TRPC6 activator | MrgX1 antagonist | MrgX1 PAM | TRPC6 inhibitor | TRPC4 block | ANO1 activ | SKKanGAS inh
- O=C(O)CC1(CC(=O)Nc2cc3ccccc3cn2)CCCCC1
→ i | i | i | i | i | i | i | i | i | i | 8.9
- CCOC(=O)C1CCN(C(=O)C2COc3ccccc3O2)CC1 (stereo not given)
→ i | i | i | i | i | i | i | i | i | i | -1.6
- CC(C)OC(=O)c1cc(C(=O)c2cc(F)ccc2O)coc1=N
→ i | i | i | i | i | i | i | i | i | i | 5.5
- CCOC(=O)N1CCC(N2CC34C=CC(O3)C(C(=O)O)C4C2=O)CC1 (stereo not given)
→ i | i | i | i | i | i | i | i | i | i | 1.5
- COC(=O)C(C)Sc1nnc2n(-c3cccc(C)c3)c(=O)c3c4c(sc3n12)CCCC4 (stereo not given)
→ i | i | i | i | i | i | i | i | i | i | 0.7
